Assay outcomes as filed in PubChem BioAssay.
E-sel inducer: E-selectin induction on HUVECs; HUVEC E-selectin immunofluorescence imaging; normalized: neutral wells 0, TNF-alpha wells 100; activation, % at 7.58 µM; 260,000 tested, 0.37% active;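 active means mean E-selectin-positive cell signal at least 10% of the positive control, reached in at least 60% of replicates, without over 20% cell loss; inconclusive means no rule given, readout overlaps actives, possibly toxicity-flagged; inactive means the rest, including those meeting only one limit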;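 further: in these data hits start at about 27%; measured in HUVEC primary endothelial cells; signal is the percent of cells scored E-selectin positive by PE staining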
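Assay system: HUVEC primary endothelial cells. Input: 3,000 HUVEC seeded per well. Doses: one compound dose added by pin transfer. Read-out basis: % PE-positive cells. Benchmarks: TNF-alpha high, DMSO low. Detection: immunofluorescence imaging. Buffer or medium: EGM-2, gelatin.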
ERp5 inh: blocks human ERp5 reductase activity on insulin | ERp5 insulin aggregation, absorbance 650 nm, 90 min | inhibition, % at 9.99 µM | 350,000 tested, 0.05% active;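 active means mean replicate inhibition above about 25%, with every replicate also reaching it, limit read from the data, passing the limit was not always enough; inconclusive means only one of those two criteria met; inactive means neither criterion met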
Target sequence (Q15084 whole entry, looked up): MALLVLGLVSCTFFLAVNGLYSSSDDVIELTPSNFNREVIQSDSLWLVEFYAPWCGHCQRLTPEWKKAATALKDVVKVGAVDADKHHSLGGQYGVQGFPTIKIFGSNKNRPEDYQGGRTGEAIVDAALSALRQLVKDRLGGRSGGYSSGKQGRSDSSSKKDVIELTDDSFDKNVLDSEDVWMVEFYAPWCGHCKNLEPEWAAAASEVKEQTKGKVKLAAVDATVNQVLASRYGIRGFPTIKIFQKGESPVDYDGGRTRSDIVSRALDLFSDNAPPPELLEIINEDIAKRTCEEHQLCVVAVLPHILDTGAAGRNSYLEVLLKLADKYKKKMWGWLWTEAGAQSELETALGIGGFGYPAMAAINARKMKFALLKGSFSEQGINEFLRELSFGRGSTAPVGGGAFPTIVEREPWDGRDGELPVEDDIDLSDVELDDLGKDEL
SIRT5 block: inhibitors of human sirtuin-5 desuccinylase | Purified SirT5, succinyl-peptide AMC, trypsin-coupled fluorescence | AID 652115 | 330,000 tested, 1.1% active | inhibition, % at 15 µM | Q9NXA8; in the data active means inhibition above about 15%; inconclusive means no clear call, values can overlap the other calls
Target sequence (Q9NXA8 whole entry, looked up): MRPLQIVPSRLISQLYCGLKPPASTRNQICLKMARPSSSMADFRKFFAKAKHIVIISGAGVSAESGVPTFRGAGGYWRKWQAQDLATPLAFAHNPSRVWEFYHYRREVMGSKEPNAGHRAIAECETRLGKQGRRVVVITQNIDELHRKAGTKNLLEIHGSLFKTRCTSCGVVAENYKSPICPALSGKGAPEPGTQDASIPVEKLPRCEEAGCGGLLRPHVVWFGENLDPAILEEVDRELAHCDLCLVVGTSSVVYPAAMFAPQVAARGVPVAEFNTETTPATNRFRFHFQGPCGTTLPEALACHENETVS
Statin myotox sup: protects C2C12 myotubes from simvastatin toxicity | ATP luminescence, 48 h; scaled: DMSO 0, geranylgeraniol control 100 | rescue of ATP level, % at 7.49 µM | 330,000 tested, 0.78% active;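 active means mean ATP rescue above about 67%, or every replicate alone reaching that limit, limit read from the data, passing the limit was not always enough; inconclusive means no clear call, values can overlap the other calls; inactive means mean under the limit and some replicate under it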;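 further: myotubes were challenged with 10 µM simvastatin during compound exposure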
DENV2 CPE rescue: protects cells from dengue virus 2 cytopathic effect; DENV2-infected cells, cytopathic effect rescue, plate reader; AID 651640; 350,000 tested, 1.7% active; CPE inhibition, % at 9.99 µM; in the data active means CPE inhibition above about 20%, passing the limit was not always enough; inconclusive means no clear call, values can overlap the other calls; tested in BHK-21 cells;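 further: 0% = median of neutral control wells and 100% = median of positive control wells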
S100A4 inh HTS: inhibitors of human S100A4 binding to myosin IIA peptide. P26447. inhibition, % at 10.7 µM. S100A4/TAMRA-MyoIIA peptide fluorescence polarization. 360,000 tested, 0.14% active. AID 652163;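 active means mean inhibition of at least 70% across replicates, with every replicate also reaching that level; inconclusive means mean inhibition reaches 70% but some replicates fall short; inactive means mean inhibition below 70%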
Target sequence (P26447 whole entry, looked up): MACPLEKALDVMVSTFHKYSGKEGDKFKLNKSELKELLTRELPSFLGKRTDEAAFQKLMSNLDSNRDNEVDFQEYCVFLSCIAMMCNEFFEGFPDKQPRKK
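Material: S100A4 monomer protein / Buffer or medium: 50 mM HEPES pH 7.2, 10 mM CaCl2, 100 mM KCl / Times: 5 min incubation before reading / Benchmarks: neutral control DMSO, positive control TFP / Reagent: labelled myosin peptide probe, 5 nM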
PglD inh: inhibitors of Campylobacter jejuni PglD acetyltransferase | purified PglD enzyme, DTNB colorimetric CoA detection | inhibition, % at 12.5 µM | 360,000 tested, 0.098% active | AID 602405; in the data active means inhibition above about 16%, passing the limit was not always enough; inconclusive means no clear call, values can overlap the other calls; further: strong numbers were not always called active
* = called active by the depositor; ? = inconclusive; . = no result given; & = joins results of further samples. Only part of the results is shown. The share of hits here may be higher or lower than overall.

SMILES	E-sel inducer	ERp5 inh	SIRT5 block	Statin myotox sup	DENV2 CPE rescue	S100A4 inh HTS	PglD inh
Cc1cc(/C=C2\C(=O)NC(=O)N(c3cccc(F)c3)C2=O)c(C)n1-c1cc(C(=O)O)cc(C(=O)O)c1	.	-6	6	.	2	-15	.
COc1ccc(CCNCC2CCCO2)cc1 (stereo not given)	.	0	-4	4	10	-9	-1
CCOc1cccc(CNCCc2c(C)[nH]c3ccc(OC(F)(F)F)cc23)c1O	-0.2	-2	-1	-72	-1	10	-3
COc1cccc(Oc2c(C)oc3cc(OC(=O)N(C)C)ccc3c2=O)c1	.	.	.	-1	.	-5	-1
O=C1NC(=O)C(=Cc2ccsc2)C(=O)N1	4.6	0	-1	11	5	-2	0
COc1c(C)cc(C(=O)C2CCCN(Cc3cnc(C)s3)C2)cc1C (stereo not given)	.	-1	-2	.	-4	2	.
O=C1NC(=O)C(=Cc2ccc3ccccc3c2)C(=O)N1	.	2	-5	2	16	1	-1
COc1cc(CN2CCN(c3cc(C)ccc3C)CC2)ccc1O	.	-1	-2	-50	6	8	-1
CCOC(=O)[C@]12Cc3cc(OC)ccc3[C@H]1N(C)C(=O)c1cc(OC)ccc12	-0.1	12	1	.	8	-6	.
CC1c2ccccc2-n2nncc2CN1CC1CCCCC1 (stereo not given)	-0.2	2	0	10	12	0	1

Retrieved by structure from above:
SMILES	E-sel inducer	ERp5 inh	SIRT5 block	Statin myotox sup	DENV2 CPE rescue	S100A4 inh HTS	PglD inh
COc1ccc(CCNCC2CCCO2)cc1 (stereo not given)	.	0	-4	4	10	-9	-1
COc1cccc(Oc2c(C)oc3cc(OC(=O)N(C)C)ccc3c2=O)c1	.	.	.	-1	.	-5	-1

The main list resumes, repeating the 2 entries before the break.
SMILES	E-sel inducer	ERp5 inh	SIRT5 block	Statin myotox sup	DENV2 CPE rescue	S100A4 inh HTS	PglD inh
CCOC(=O)[C@]12Cc3cc(OC)ccc3[C@H]1N(C)C(=O)c1cc(OC)ccc12	-0.1	12	1	.	8	-6	.
CC1c2ccccc2-n2nncc2CN1CC1CCCCC1 (stereo not given)	-0.2	2	0	10	12	0	1
BrCC(Br)(Br)Br	.	-3	.	-10	-6	1	4
COC(=O)C1=C(c2ccc(-c3ccccc3)c(F)c2)C[C@@H]2CC[C@H]1N2C(=O)NCCO	0.2	4	.	4	9	-2	8
CC1CC(C)CN(CC(=O)c2ccc(OC(F)F)cc2)C1 (stereo not given)	-1.1	1	5	.	.	-4	-2
CCc1c(C(=O)NN2C(=O)C3C4CCC(O4)C3C2=O)csc1C (stereo not given)	-0.2	6	0	7	1	-2	-1
COc1cc(CCN)c(OC)cc1C	.	7	.	.	10	-1	.
COc1ccc2[nH]c3c(c2c1)CCNC3	.	2	1	-9	?	-9	3
CC(C)(CN)CC(=O)O	-0.7	-2	-1	-7	-3	1	.
C=C1C(=O)OC2CC3(C)OC3CCC(C)=CC(OC(C)=O)C12 (stereo not given)	-2.3	3	.	.	-2	1	.
CCOC(=O)c1cc2ccccc2n1C1CCN(Cc2ccccc2)CC1	5.7	0	-5	.	-5	0	.
OC[C@H]1Nc2ccc(C#Cc3cccnc3)cc2[C@H]2NCC[C@H]21	0.4	-1	-10	.	12	-8	.
COc1cc2c(c(OC)c1OC)-c1ccc(O)cc1C(NC(C)=O)CC2 (stereo not given)	0.2	4	.	-114	16	-4	12
Cc1cc(/C=C2\C(=O)NC(=O)N(c3ccccc3)C2=O)c(C)n1-c1ccc(C(=O)O)c(Cl)c1	0.1	3	-3	6	2	-14	-8
COC(=O)[C@@H]1[C@@H](CO)[C@@H]2Cn3c(ccc(-c4ccccc4F)c3=O)[C@H]1N2C(=O)C1CC1	-0.5	-6	-5	-10	4	-17	0
O=C1CNC[C@H]2[C@H](c3ccc(Br)cc3)[C@H](CO)N12	0.1	-2	-4	.	4	6	.
O=c1[nH]c(=O)n(-c2ccc(Br)cc2)c(O)c1C=NCCN1CCCCC1	0.4	4	-3	.	-2	-4	3
CN(C)CCCNCC(=O)Nc1ccc(Cl)cc1C(=O)c1ccccc1	14	-1	-3	.	1	-6	.
Cc1ccccc1NC(=O)c1cc(-c2ccccc2)n(CCCN2CCOCC2)c1C	-0.2	1	-5	2	-1	4	3
NC(=O)OCCCc1ccccc1	0.2	2	3	16	6	-3	-2
Cn1c(O)c(C2=NN(C(=O)CCl)C(c3ccccc3)C2)c(=O)n(C)c1=O (stereo not given)	.	.	-1	-3	4	-4	-4
CCCCCCCn1c(=O)c(C(=O)Nc2cnccn2)c(O)c2ccccc21	0.2	4	1	.	-19	-4	-2
NP(=O)(OCCCc1ccccc1)Oc1ccc(Cl)cc1 (stereo not given)	.	-5	.	-5	20*	0	2
O=[N+]([O-])c1cc([As](=O)(O)O)ccc1O	0.6	4	1	5	1	-2	10
O=[N+]([O-])c1ccc(NCc2ccc(Cl)cc2)c2ccncc12	0.7	1	-3	41	7	2	8
CCCCCCCCCCCCn1ccc(=N)cc1	0.8	4	0	.	-17	7	-5
Cc1cccc(OP(=O)(Oc2ccccc2)OC(c2ccccc2)C(F)(F)F)c1 (stereo not given)	-3.1	-3	-5	.	-1	1	.
N#Cc1ccc(-c2ccc([C@H]3[C@H](CO)N4CCCCN(C(=O)Cc5ccccc5)C[C@@H]34)cc2)cc1	-0.4	-1	1	23	11	7	0
OC1C2CN3CN(C2)CC1(c1ccccc1)C3 (stereo not given)	.	1	-12	-7	6	1	4
OCC(Br)CBr (stereo not given)	.	3	.	2	-13	17	-2
COC(=O)C1=C(c2cc3ccccc3s2)C[C@@H]2CC[C@H]1N2C(=O)NCc1cccc2ccccc12	-0.5	-1	.	-6	-9	-1	-2
c1cncc(CNC2=NCCCCC2)c1	0.1	.	.	-22	.	.	-8
CC1=C2C3OC(=O)C(C)C3CC[C@@]2(C)C=CC1=O (stereo not given in full)	1.7	0	0	9	-3	-1	0
CCC(=O)N1[C@@H]2Cn3c(ccc(-c4ccc(F)cc4)c3=O)[C@H]1[C@@H](C(=O)OC)[C@@H]2CO	-0.4	-4	-16	-18	?	1	10
Clc1cnc(Oc2ccc(Oc3ncc(Cl)cc3Cl)cc2)c(Cl)c1	.	-2	1	-1	.	-4	-3
CN1CCC23c4c5ccc(O)c4O[C@@H]2[C@H](O)C=CC3C1C5 (stereo not given in full)	.	0	.	6	-1	2	-2
COC(=O)C1=C(c2ccc(OCc3ccccc3)cc2)C[C@@H]2CC[C@H]1N2C(=O)NCc1cccc(OC)c1	-0.3	5	.	0	-7	0	-5
Cc1ccccc1-n1c(C)nc2ccccc2c1=O	.	2	-6	.	-2	1	.
COC(=O)C1=C(c2ccc(OC)c(OC)c2)C[C@@H]2CC[C@H]1N2C(=O)N1CCCCC1	0.6	-2	12	17	-2	-1	1
CNC(=O)N(C)c1ccc(C(O)(C(=O)OC)C(F)(F)F)cc1 (stereo not given)	0.2	7	-3	-3	5	-2	-1
CSc1ncc(CN2CCCC(C(=O)c3cccc(Cl)c3)C2)cn1 (stereo not given)	2.3	-1	2	11	-6	1	4
O=C(OCc1ccccc1)N1CCC2CC1c1cc(N3Cc4ccccc4-n4nncc4C3)ccc12 (stereo not given)	0.1	5	0	3	?	-5	-1
COc1ccc(OCC(=O)N2CCN(C/C=C/c3ccccc3)CC2)cc1	-0.2	3	1	.	9	-2	.
O=C(O)C1C(C(=O)O)C2(Cl)C(Cl)=C(Cl)C1(Cl)C2(Cl)Cl (stereo not given)	.	14	.	4	6	-4	-1
O=C(N=Nc1c(O)[nH]c(=O)[nH]c1=O)C1COc2ccccc2O1 (stereo not given)	.	5	-3	.	-6	0	.
COCCN1C(=O)/C(=C/c2c(OC)cc(OC)cc2OC)C(=O)N(c2ccccc2)C1=O	.	?	1	.	-3	1	6
COc1ccc(CN2CCN(Cc3ccccc3OC)CC2)cc1	.	9	-2	-11	-4	-6	-73
CCCC(=O)c1c(O)[nH]c(=O)[nH]c1=O	.	-6	2	97*	10	2	-4
COC(=O)C1=C(c2cccc(OCc3ccccc3)c2)C[C@@H]2CC[C@H]1N2C(=O)NCc1ccc(OC)cc1	.	7	-1	-7	13	-7	-2
COc1ccccc1OCCCn1cc(C=O)c2ccccc21	.	10	-3	-1	-2	-4	-4
C[C@]12C[C@H](O)[C@@H](O)C[C@@H]1CC[C@@H]1[C@@H]2CC[C@]2(C)C(=O)CC[C@@H]12	.	7	-1	2	33*	2	-2
O=C1CN=C(c2ccccc2Cl)c2cc(Br)ccc2N1	1.9	4	-46	.	-1	0	.

Following part
SMILES	E-sel inducer	ERp5 inh	SIRT5 block	Statin myotox sup	DENV2 CPE rescue	S100A4 inh HTS	PglD inh
CCOC(=O)c1c(C)[nH]c(C)c1C(=O)C(Cc1ccccc1)N(C)C (stereo not given)	0.0	-1	-4	3	-3	-8	5
C/C=C/c1ccc([C@H]2[C@H]3CN(C(=O)Cc4ccncc4)CCCCN3[C@H]2CO)cc1	0.0	3	2	-17	8	1	-6
C/C=C/c1ccc(C2[C@@H]3CN(Cc4cccnc4)C[C@H]2N3)cc1 (stereo not given in full)	0.0&0.0	-2&4	-1&1	.	10&-3	2&-16	.
C[N+](C)(C)CC(=O)Nc1ccc(Cl)cc1C(=O)c1ccccc1	0.0	-9	-1	0	5	0	0
CN1C(=O)C(=Cc2ccc(N3CCCCCC3)cc2)C(=O)N(C)C1=O	0.4	-1	-2	.	1	-8	-4
COc1cc(O)c2c(c1)/C=C/C[C@H](O)[C@H](O)C(=O)CCC[C@H](C)OC2=O	-0.8	2	.	-9	9	-1	2
CC1CCCN(C(=O)CN2C3CCC2CC(O)(c2ccc(F)cc2)C3)C1 (stereo not given)	.	-2	-3	-4	0	-11	.
COC(=O)C1=C(c2cccc(C#N)c2)C[C@@H]2CC[C@H]1N2C(=O)N1CCCC1	-0.1	0	-4	-8	-1	-3	2
O=C1NC(=O)N(CCc2ccc(F)cc2)C(=O)/C1=C\C=C\c1ccccc1	.	1	1	20	3	-5	-1
CCN(CC)C(=O)c1ccc(NC(=O)c2cc(S(=O)(=O)N3CCCCCC3)ccc2OC)cc1	-0.1	1	-1	.	4	2	1
Cc1ncc([N+](=O)[O-])n1CCOc1nonc1N	3.8	2	2	.	.	12	.
O=c1c2ccccc2nc(CNCC2CCCO2)n1-c1ccc(F)cc1 (stereo not given)	-0.1	?	-4	-5	?	-2	3
O=C(O)[C@H]1[C@H](CO)[C@H]2Cn3c(ccc(-c4ccncc4)c3=O)[C@@H]1N2C(=O)C1CCCC1	-0.2	-1	-66	.	4	-11	.
COC(=O)[C@@H]1[C@@H](CO)[C@@H]2Cn3c(ccc(-c4ccccc4F)c3=O)[C@H]1N2C(C)=O	-0.4	5	0	-4	2	6	1
C/C(=N\NC(=O)c1ccccc1O)c1c(O)n(Cc2ccccc2)c(=O)[nH]c1=O	5.7	-2	2	6	-8	-2	-6
O=C1NC(=O)C(CCc2ccncc2)(CCc2ccncc2)C(=O)N1CCc1ccccc1	.	0	1	-2	4	1	0
CC1CN2c3ccc([N+](=O)[O-])cc3CC3(C(=O)N(C)C(=O)N(C)C3=O)C2C(C)O1 (stereo not given)	.	2	-1	.	0	0	.
N#CC(Br)Br	.	2	.	2	5	4	-2
CCCn1ncc(CN2CCCC(C(=O)c3cccc(OC)c3)C2)c1C (stereo not given)	0.3	-6	-5	.	11	1	.
CC(=O)NC(Cc1ccc(N(CCCl)CCCl)cc1)C(=O)NCC(=O)NCC(=O)O (stereo not given)	2.7	2	-4	.	-8	-3	.
O=C(CCCN1CCC(n2c(=O)[nH]c3ccccc32)CC1)c1ccc(F)cc1	0.3	-9	-4	0	?	1	5
O=C1NC(=O)N(c2ccc(F)cc2)C(=O)/C1=C/c1ccc(N2CCOCC2)cc1	-0.2	7	-4	1	10	-73	4
